# KB-3-1 tox – KB-3-1 parental cell cytotoxicity. Potency, µM (highest dose often 46.1 µM), for inactives: at the highest dose activity change, negative = cytotoxic, hits mostly cytotoxic. KB-3-1 viability, CellTiter-Glo ATP luminescence, 72 h. AID 1347075. 1.4% of 400,000 active; further: potency means the concentration at half of the fitted maximal effect; on the % scale 0 is the no-effect control and ±100 the full control effect; nearly all actives have a fitted effect of over 60% in size
#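 Cytotoxicity in the drug-sensitive parental line KB-3-1 was scored as loss of CellTiter-Glo luminescence following 72 h incubation with compound. Values come from curve fitting of normalized concentration-response data.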
# SW480 rereplic – inducers of DNA re-replication in SW480 colon cancer cells; 1.8% of 340,000 active; Potency, µM (doses to about 46.1 µM), inactives show at the top dose re-replication activation, usual class: activators; AID 624297; SW480 DNA re-replication, Hoechst DNA content imaging, 48 h; further: potency means the concentration at half of the fitted maximal effect; % of control where 0% means no effect; nearly all actives have a fitted effect of over 55% in size
#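 SW480 cells exposed to compounds for 48 hr at 37 C, 5% CO2, then Hoechst-stained 40 min. Nuclear DNA content imaged by fluorescence scanning (405 nm excitation, 500-530 nm emission); re-replication scored as increased high-intensity nuclei.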
# IL-1B inflam inh – inhibitors of inflammasome signaling (IL-1 beta secretion); 4.7% of 360,000 active; activity change, % at 57.5 µM; AID 743279; THP-1 LPS/ATP IL-1B secretion, AlphaLISA, 16 h; hits give low values; in the data active means activity change below about -50%; inconclusive means mostly about -30% to -49%; further: on the % scale 0 is the no-effect control and ±100 the full control effect
#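 THP-1 cells pretreated 1 hr with compounds (up to 57.5 uM final), then stimulated with LPS (250 ng/mL final) plus ATP (1.25 mM final); secreted IL-1B measured by AlphaLISA after 16 hr, decreased signal indicating inhibition.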
# MCF10A rereplic – inducers of DNA re-replication in MCF 10A breast cells | AID 624296 | MCF 10A DNA re-replication, Hoechst nuclear intensity, 48 h | 2.9% of 350,000 active | Potency, µM (highest dose often 46.1 µM), inactives show at the highest dose activity, positive = re-replication, actives largely listed as activators; further: potency means the concentration at half of the fitted maximal effect; % of control where 0% means no effect; nearly all actives have a fitted effect of over 50% in size
# ATXN2 expr inh – reduces ATXN2 reporter expression in HEK-293 cells | Potency, µM (highest dose often 57 µM), inactives show at the top dose activity change, negative = inhibition, usual class: inhibitors | 0.72% of 360,000 active | HEK-293 ATXN2-luciferase reporter, luminescence, 24 h; further: potency means the concentration at half of the fitted maximal effect; on the % scale 0 is the no-effect control and ±100 the full control effect; nearly all actives have a fitted effect of over 55% in size
#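 ATXN2-luciferase reporter cells (luciferase flanked by upstream and downstream ATXN2 gene portions) were treated 24 h at 37 °C with compounds at up to 57 uM. SteadyGlo luminescence gave expression; GF-AFC fluorescence gave viability.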
# HT1080 IDH1KD tx – toxicity to HT-1080 IDH1 knockdown cells (counter line); Potency, µM (titrated, usually from 46.1 µM), for the others: at the top dose activity, negative = toxicity, most hits filed as cytotoxic; 2% of 360,000 active; HT-1080 IDH1 knockdown viability, ATP luminescence, 48 h; AID 686971;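 further: potency means the concentration at half of the fitted maximal effect; 0% = DMSO wells and -100% = cell-free medium wells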
#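 In this qHTS, HT-1080 cells depleted of IDH1 are exposed for 48 h at 37 °C to compound titrations. Toxicity is scored from CellTiter-Glo luminescence, with DMSO as full viability and medium alone as none.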
# HepG2 viability – counter-screen for TGF-b inhibitors: cytotoxicity in HepG2 cells | HepG2 CAGA-GFP viability, ATP luminescence, 18 h | Potency, µM (series often up to 46.1 µM), for inactives: at the highest dose activity change, negative = cytotoxicity, usual class: cytotoxic | 0.76% of 410,000 active | AID 588856; further: potency means the concentration at half of the fitted maximal effect; some results filed as inactive show a strong effect at the top dose
#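 CellTiter-Glo luminescence gave cytotoxicity after 18 hours at 37 degrees C. The cells were HepG2 CAGA-GFP in 1% FBS DMEM, stimulated with 500 pg/mL TGF-beta after compound addition. %Activity was normalised to no-cell wells (complete cell-killing) and DMSO (no toxicity), and curves were fitted and classified.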
# HT1080-NT tox – kills 2HG-producing HT-1080-NT fibrosarcoma cells; HT-1080-NT fibrosarcoma viability, CellTiter-Glo ATP luminescence, 48 h; Potency, µM (titrated, usually from 46.1 µM), without a hit: top-dose activity, negative = less viability, most hits filed as cytotoxic; 1.6% of 360,000 active; AID 686970;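 further: NT is the 2HG producing partner of a matched IDH1 knockdown line; potency means the concentration at half of the fitted maximal effect; 0% = DMSO-treated cells and -100% = media-only wells without cells; nearly all actives have a fitted effect of over 55% in size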
#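 Viability of the 2HG-overproducing fibrosarcoma line after 48 hours of compound exposure at 37 degrees C was determined by luminescence with CellTiter-Glo, and concentration-effect curves were then fitted and categorized.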
# ATXN viability – reduces viability in counter-screen for ATXN expression inhibitors. 0.49% of 400,000 active. S2 cells (HEK-293 line with an ATXN2-luciferase reporter) viability, CellTiter-Fluor protease fluorescence, 24 h. AID 651635. Potency, µM (doses to about 56.7 µM), hits mostly cytotoxic; further: potency means the concentration at half of the fitted maximal effect; nearly all actives have a fitted effect of over 40% in size
# An asterisk follows results filed as active; i = inactive; ? = inconclusive; / = not tested or not shown; & = joins results of further samples; [ ] = another dose, or the depositor's remark. Unless noted, the call rests on the fitted dose curve; in most records, active means well fitted curve in the direction sought with a large enough effect; inconclusive means small, poorly fitted or top-dose-only effect, or another doubt; inactive means no such curve, though single readings can be large; an effect the other way counts as inactive or inconclusive.
SMILES,KB-3-1 tox,SW480 rereplic,IL-1B inflam inh,MCF10A rereplic,ATXN2 expr inh,HT1080 IDH1KD tx,HepG2 viability,HT1080-NT tox,ATXN viability
Cc1cc(C)nc(N/N=C/C2=C(N3CCOCC3)C(=C/c3ccccc3)/CC2)n1,?,16µM*,-23,8.2µM*,-28%,-5%,-14%,-2%,i
N#Cc1ccc(NC(=O)COC(=O)CCNS(=O)(=O)c2ccccc2)cc1,16%,/,9,1%,4%,16%,1%,15%,i
CN(C)c1ccc(CNS(=O)(=O)c2csc(C(N)=O)c2)cc1,?,-15%,39,2%,/,0%,-21%&-37%,-1%,i
CCOC(=O)c1ccccc1NC(=O)CCNC(=O)Cn1cnc2ccccc2c1=O,-9%,1%,8,3%,-1%,11%,2%,1%,i
COc1c(C)cc(C(=O)C2CCCN(Cc3c(C)n(C)n(-c4ccccc4)c3=O)C2)cc1C (configuration not stated),6%,2%,20,-7%,-25%[11.3 µM],1%,-1%,-1%,i
CC(=O)SC1CC(=O)N(c2c(C)cccc2C)C1=O (configuration not stated),-4%,21%,-10,?,6%,-12%,-46%,-2%,i
COc1ccc(CN(Cc2ccc(C(=O)O)cc2)C(=S)Nc2ccccc2F)cc1OC,8%,-4%,33,-4%,-7%,-1%,-11%,7%,i
Cc1ccc(S(=O)(=O)n2nnc3ccccc32)c(C)c1C,13%,-4%,0,-1%,-7%,0%,8%,-1%,i
O=C(C1CCCN(S(=O)(=O)c2ccc(Br)s2)C1)N1CCN(c2cccc(Cl)c2)CC1 (configuration not stated),1%,/,/,/,-4%,/,-10%,/,i
O=C(COC(=O)/C=C/c1ccc(OC(F)F)cc1)NC1CCCCCC1,1%,-2%,5,9%,5%,6%,7%,4%,i
Cc1ccc(Cn2c(CCNc3nc(-c4ccc(C)cc4)cs3)nc3cc(C(=O)NCCCO)ccc32)cc1,2%,3%,-8,?,-26%,-25%,-7%,-17%,i
COc1cc(/C=N/NC(=O)C(=O)N2CCCCCC2)ccc1O,-1%,0%,8,5%,-11%,2%,4%,8%,?
CCCCNC(=O)c1ccc(NS(=O)(=O)c2ccc3[nH]c(=O)[nH]c3c2)cc1,/,2%,15,-19%,8%,6%,3%,3%,i
CC1CCN(S(=O)(=O)c2ccc(S(=O)(=O)N3CCCC3)cc2)CC1,4%,1%,19,-2%,-1%,14%,-2%,1%,?
COc1cccc(OCCNc2cc(N3CCOCC3)ccc2[N+](=O)[O-])c1,-3%,7%,-5,?,47%[activator],-25%,-40%,-26%,i
COc1ccccc1NC(=O)CSc1nnc(-c2ccc(C)cc2)o1,?,-1%,6,5%,-4%,-4%,-15%,-8%,i
Cc1ccc(C)c(NC(=O)C2CC3c4ccccc4C2c2ccccc23)c1 (configuration not stated),0%,?,4,6%,1%,-13%[9.24 µM],-5%,-16%,i
Cc1ccc(NC(=O)Cn2c(/C=C/c3ccccc3)nc3ccccc32)cc1C,-4%,?,38,16µM*,-20%,?,-29%,?,i
CC(C)CCNC(=O)C(C)N(C(=O)c1snc(C(N)=O)c1N)c1cnc2ccccc2c1 (configuration not stated),0%,2%,-3,-2%,-19%[11.3 µM],0%,1%,-15%,i
CCOC(=O)C1CCN(C(=O)CNC(=O)c2nn(-c3ccc(OC)c(Cl)c3)c(=O)c3ccccc23)CC1,7%,-1%,-2,?,41%[activator],-8%,-10%,-6%,i

# 2 successive records already listed, quoted:
SMILES,KB-3-1 tox,SW480 rereplic,IL-1B inflam inh,MCF10A rereplic,ATXN2 expr inh,HT1080 IDH1KD tx,HepG2 viability,HT1080-NT tox,ATXN viability
Cc1ccc(Cn2c(CCNc3nc(-c4ccc(C)cc4)cs3)nc3cc(C(=O)NCCCO)ccc32)cc1,2%,3%,-8,?,-26%,-25%,-7%,-17%,i
COc1cc(/C=N/NC(=O)C(=O)N2CCCCCC2)ccc1O,-1%,0%,8,5%,-11%,2%,4%,8%,?

# The list goes on:
SMILES,KB-3-1 tox,SW480 rereplic,IL-1B inflam inh,MCF10A rereplic,ATXN2 expr inh,HT1080 IDH1KD tx,HepG2 viability,HT1080-NT tox,ATXN viability
O=C(CS(=O)(=O)c1ccccc1)N1CCN(c2ccccc2)CC1,5%,-67%[inhibitor],-2,-1%,21%,3%,-9%,12%,i
O=C(O)CC(NS(=O)(=O)c1cccc2nsnc12)c1ccc(F)cc1 (configuration not stated),1%,-8%,27,-3%,1%,26%,13%,14%,i
O=C(NC1CC1)C1=C[C@H](c2coc3ccccc3c2=O)C[C@H](OCc2ccc(CO)cc2)O1,16%,6%[9.22 µM],24,-1%,1%,3%,-23%,1%,i
O=C1CCN(C(=O)c2ccccc2)c2ccccc21,?,/,0,/,/,2%,-10%,0%,i
Cc1noc(C)c1COc1ccc(C(=O)N(C)CCOc2ccccc2)cc1,-22%,-24%,3,-1%,-17%,1%,-24%,-2%,i
COc1ccc(/C=N/NC(=O)c2ccccc2Cl)cc1CSc1nc2ccccc2s1,5.8µM*,5.8µM*,50,0.82µM*,0%,?,-14%,4.5µM*,i
CCCC1NC(=O)c2cccnc2-n2c1nc1ccccc1c2=O (configuration not stated),3%,/,25,/,8%,1%,-2%,30%,i
Cc1cc(C)cc(NC(=O)C(OC(=O)c2sccc2C)c2ccccc2)c1 (configuration not stated),-18%,1%,13,-6%,-16%,9%,-1%,10%,i
COC(=O)CSC1=C(C#N)C(c2ccc(C)cc2)C2=C(CCCC2=O)N1 (configuration not stated),2%,0%,0,28%,0%,-7%,-5%,0%,i
Cc1c(C)c2c(OCC(=O)NCC(C)C)cc3c(c2oc1=O)CCC(C)(C)O3,-1%,-8%,-25,-6%,-10%,-2%,-3%,2%,i
Cc1cc(-c2ccccc2)n(-c2ccccc2)n1,-10%,-2%,2,0%,41%[activator],5%,-15%,12%,i
CCN(C(=O)COC(=O)CN1C(=O)c2ccccc2C1=O)c1ccccc1,10%,-4%,2,3%,7%,5%,3%,5%,i
O=C(c1ccc(Br)o1)N1CCN(c2ncccn2)CC1,-1%,-2%,1,-2%,16%,20%,3%,22%,i
Cc1c(C(=O)Nc2ccc(N3CCOCC3)cc2)oc2ccccc12,-16%,4%,-1,4%,44%[activator],-16%,-22%,0%,i
CCC(=O)Nc1ccc(S(=O)(=O)N2CCN(c3ccc(F)cc3)CC2)cc1,-12%,0%,-3,-3%,-12%,2%,-29%,-6%,i
COc1ccc(C(=O)O/N=C(\N)c2ccc(Cl)cc2)cc1,-4%,-13%,-27,-11%,47%[activator],2%,0%,-1%,i
O=C(O)CCSc1nc2ccccc2n1-c1ccccc1,13%,-9%,?,-1%,-4%,?,2%,?,?
COc1cccc(CNS(=O)(=O)c2cc3c(cc2C)NC(=O)CO3)c1,14%,5%,0,-2%,0%,-13%,-16%,22%,i
Cc1ccccc1NS(=O)(=O)c1nnc(NC(=O)CC(C)C)s1,-10%,-11%,18,0%,8%,5%,-8%,-3%,i
COc1cccc(-c2nnc(NC(=O)c3ccc(S(=O)(=O)N(CC(C)C)CC(C)C)cc3)o2)c1,?,?,9,?,?,2.6µM*,-1%,?,i
Fc1ccc(CNC(=S)Nc2ccccc2F)cc1,3%,0%,-8,-3%,/,1%,-14%,0%,i
COc1ccc(S(=O)(=O)N(CC(=O)Nc2ccc(S(=O)(=O)N3CCOCC3)cc2)Cc2ccc(F)cc2)cc1,3%,8%,-21,7%,4%,-13%,0%,-11%,?
O=C(N/N=C\c1ccc[nH]1)c1cncc(Br)c1,-5%,-5%,-9,-4%,/,-2%,-3%,-2%,i
O=C(Cc1ccc(Cl)cc1Cl)Nc1ccncc1,?,-5%,-3,2%,-30%,-24%,-20%,-16%,i
COc1ccc(N2C(=O)C(F)(F)C2c2cccc(F)c2)cc1 (configuration not stated),-4%,-91%[inhibitor],10,1%,/,-1%,-26%,-5%,i
COc1ccc(OC)c(S(=O)(=O)n2nc(-c3ccccc3)cc2N)c1,-13%,0%,10,20%,-11%,-20%,-21%,-19%,i
CCOC(=O)c1sc(NC(=O)c2ccc(S(=O)(=O)N3CCOCC3)cc2)nc1-c1ccccc1,0%,18µM*,32,6%,/,-10%,-7%,-14%,i
CC1=C(C(=O)Nc2ccccc2)C(CC(C)C)n2nc(SCc3ccccc3C)nc2N1 (configuration not stated),15%,/,/,/,6%,/,-13%,/,i
CC(C)CNC(=O)COC(=O)c1c2c(nc3ccccc13)/C(=C\c1cccs1)CC2,-22%,6.5µM*,-5,?,21%,?,-31%,-5%,/

# By substructure, the compounds so far containing an aryl thioether with sulfur outside any ring (four)
SMILES,KB-3-1 tox,SW480 rereplic,IL-1B inflam inh,MCF10A rereplic,ATXN2 expr inh,HT1080 IDH1KD tx,HepG2 viability,HT1080-NT tox,ATXN viability
COc1ccccc1NC(=O)CSc1nnc(-c2ccc(C)cc2)o1,?,-1%,6,5%,-4%,-4%,-15%,-8%,i
COc1ccc(/C=N/NC(=O)c2ccccc2Cl)cc1CSc1nc2ccccc2s1,5.8µM*,5.8µM*,50,0.82µM*,0%,?,-14%,4.5µM*,i
O=C(O)CCSc1nc2ccccc2n1-c1ccccc1,13%,-9%,?,-1%,-4%,?,2%,?,?
CC1=C(C(=O)Nc2ccccc2)C(CC(C)C)n2nc(SCc3ccccc3C)nc2N1 (configuration not stated),15%,/,/,/,6%,/,-13%,/,i

# Screening results from PubChem BioAssay.
